Screens as filed in PubChem.
Growth percent in the NCI-60 one-dose screen (48 h, 10 µM unless noted): 100 = growth as untreated, 0 = no growth, -100 = all killed.
SF-268: SF-268 CNS cancer cells | AID 1794759 | 82,000 compounds, 3.1% hits
SW-620: SW-620 colon cancer. AID 1794795. 82,000 compounds, 5.2% hits
SF-295: SF-295 CNS cancer cells; 79,000 compounds, 5.6% hits; AID 1794758
SF-539: SF-539 CNS cancer. 81,000 compounds, 6.8% hits
SNB-75: SNB-75 CNS cancer | 79,000 compounds, 5% hits | AID 1794750
KM12: KM12 colon cancer cells | 82,000 compounds, 5% hits | AID 1794800
HT29: HT29 colon cancer. 81,000 compounds, 7.4% hits. AID 1794748
SNB-19: SNB-19 CNS cancer cells; 81,000 compounds, 2.5% hits; AID 1794751
HCC-2998: HCC-2998 colon cancer. 79,000 compounds, 4.7% hits
* marks the source's active call; other numbers are inactive results; x = not tested or not shown; & = joins results of further samples; [ ] = remark or other dose. How the source made its calls: active means growth percent below 10; inactive means the rest.

SMILES	SF-268	SW-620	SF-295	SF-539	SNB-75	KM12	HT29	SNB-19	HCC-2998
C/C(=N\O)C(=O)Nc1ccc(F)cc1	100	105	99	103	92	105	108	102	105
COC(=O)C(C(Br)C(=O)c1ccccc1)C(c1ccccc1)[N+](=O)[O-] (configuration not stated)	99&102	103&104	111&102	105&100	100&100	103&106	118&121	104	105
CC(C)CCNC(=O)CCn1ccc2ccc(Br)cc2c1=O	116	101	96	86	92	108	99	96	115
O=C(O)CCCCCC1CCCCC1	98	106	102	104	101	104	97	103	108
CCC(c1ccc2cc(OC)ccc2c1)C(C)(C)C(=O)F (configuration not stated)	92	102	97	92	83	108	103	83	100
c1ccc(-c2ccc3c(c2)C2(CCNCC2)CN3)cc1	87	94	99	98	74	88	97	101	103
COc1ccc(-c2cc(NC(=O)Nc3ccccc3)no2)cc1	100	103	98	97	69	100	103	102	98
COc1cc(-c2nn(-c3ccc(NC(=O)c4cc(Cl)cc(Cl)c4)cc3)cc2-c2ccncc2)ccc1Cl	77	77	-1.0*	60	54	39	17	88	62
Cc1ccc(C(=O)Nc2ccc(CN3CCN(C)CC3)c(C(F)(F)F)c2)cc1C#Cc1cnc(N)c2ccc(F)cc12	-75*	-84*	-77*	-92*	-70*	-77*	-85*	-99*	-79*
Cc1cc(Cc2cc(C)c(O)c(C(C)(C)C)c2)cc(C(C)(C)C)c1O	68	79	62	90	x	66	68	84	99
Cc1cc(C)nc(NS(=O)(=O)c2ccc(Nc3nc4nc(NCc5ccccc5)nc(-c5ccc(O)cc5)c4c(=O)[nH]3)cc2)n1	28	11	27	40	48	30	32	28	20
CSc1nc(-c2ccc(Br)cc2)c(C#N)c(=O)[nH]1	109	102	96	103	97	114	111	104	104
O=C1/C(=C/c2ccccc2)CN(C(=O)C(Cl)Cl)C/C1=C\c1ccccc1	36	-49*	-1.4*	-15*	44	-62*	5.5*	-36*	-60*
COc1ccc2oc(=O)cc(-c3nc4ccc(N)cc4[nH]3)c2c1	87	103	90	82	54	88	97	91	98
Nc1nc(N)c(N)c(N=O)n1	108	110	107	113	x	102	85	110	97
O=C(Nc1ccccc1C(=O)O)c1ccccc1	110	100	100	98	90	110	102	104	114
C/C(=N\NC1=NCCN1)c1cnn(C2=NCCN2)c1C	98	101	90	109	98	104	94	104	102
Cc1ccc(C)c(C(=O)CC(C)C(=O)O)c1 (configuration not stated)	99	108	104	104	97	106	101	98	110
CC1Nc2c(ccc3ncccc23)C(=O)N1Nc1ccccc1 (configuration not stated)	83	103	x	88	80	109	101	x	120
NNCC(O)c1ccccc1 (configuration not stated)	101	98	98	92	80	100	104	99	109
N/C(=N\c1nc2ccccc2s1)NC(=O)Nc1ccccc1	58	25	39	27	31	25	14	32	63
O=C(O)C1C=CC(C(=O)O)c2ccccc21 (configuration not stated)	109	96	87	99	78	110	102	98	x
Cn1cc(C2=C(Cl)C(=O)CO2)c2ccccc21	94	108	98	90	94	100	116	103	104
O=C(CCN1CCOCC1)Nc1ccc(Cn2nnc3c2C(=O)c2nnn(Cc4ccc(NC(=O)CCN5CCOCC5)cc4)c2C3=O)cc1	1.5*	31	51	x	-87*	43	1.6*	27	-7.5*
C=CCn1c(C)nc2cc(Nc3nc(Cl)nc4nc[nH]c34)ccc21	105	100	100	91	96	104	115	102	103
CCCCCC(C)(O)CCC (configuration not stated)	103	105	88	105	102	102	104	108	106
CCNc1nc(C)nc2c1cnn2C	110	98	105	90	x	112	104	102	102
C=CC(=O)Nc1cccc(-c2nc(SC)n(C)c(=O)c2C#N)c1	69	102	103	92	64	100	99	94	118
NC(=Nc1ccccc1)N(c1ccccc1)c1ccccc1	118	98	98	112	110	107	94	109	83
CC(=O)CC(C)=Nc1ccc(Cl)cc1	82	91	89	99	101	57	89	93	102
CCNC(=O)Oc1ccc(/C(=C(/C)Cc2ccc(OC)cc2)c2ccc(OCCN(CC)CC)cc2)cc1	67	45	41	75	81	62	-42*	74	60
CC1(C)CC(=O)C(c2ccc([N+](=O)[O-])cc2)=C(O)c2ccccc21	112	107	116	99	95	114	107	100	102
CC[C@H](Nc1nc(N)nc(C)c1C(N)=O)c1nc2cccc(NCc3ccc(C(=O)NO)cc3)c2c(=O)n1-c1ccccc1	95	93	98	93	105	107	75	97	95
COC(=O)c1cccnc1Nc1ccc(N2C(=O)C=CC2=O)cc1	101	109	101	103	102	105	101	94	107
CCOC(=O)CS	106	107	108	105	93	102	105	102	106
Nc1ccc(S(=O)O)cc1	102	91	95	100	86	106	100	97	119
COc1ccc(C(=O)Oc2c(Cl)c(Cl)c(Cl)c(Cl)c2Cl)cc1	103	108	98	82	92	100	113	97	105
Oc1c(Cl)cc(Cl)cc1-c1cc(-c2ccccc2Cl)[nH]n1	85	94	112	66	42	94	118	75	126
N#Cc1ccc(N2Cc3ccccc3OC3=C2C(=O)c2c(O)ccc(O)c2C3=O)cc1	7.7*	-68*	x	-17*	76	8.9*	-62*	28	31
Nc1nccc(SCc2ccc(Cl)cc2Cl)n1	98	102	103	90	88	99	88	90	92

11 compounds out of the list, sorted by length of the SMILES, rising:
SMILES	SF-268	SW-620	SF-295	SF-539	SNB-75	KM12	HT29	SNB-19	HCC-2998
Nc1ccc(S(=O)O)cc1	102	91	95	100	86	106	100	97	119
CCNc1nc(C)nc2c1cnn2C	110	98	105	90	x	112	104	102	102
CC(=O)CC(C)=Nc1ccc(Cl)cc1	82	91	89	99	101	57	89	93	102
Nc1nccc(SCc2ccc(Cl)cc2Cl)n1	98	102	103	90	88	99	88	90	92
COC(=O)c1cccnc1Nc1ccc(N2C(=O)C=CC2=O)cc1	101	109	101	103	102	105	101	94	107
C=CC(=O)Nc1cccc(-c2nc(SC)n(C)c(=O)c2C#N)c1	69	102	103	92	64	100	99	94	118
COc1ccc(C(=O)Oc2c(Cl)c(Cl)c(Cl)c(Cl)c2Cl)cc1	103	108	98	82	92	100	113	97	105
CC1(C)CC(=O)C(c2ccc([N+](=O)[O-])cc2)=C(O)c2ccccc21	112	107	116	99	95	114	107	100	102
N#Cc1ccc(N2Cc3ccccc3OC3=C2C(=O)c2c(O)ccc(O)c2C3=O)cc1	7.7*	-68*	x	-17*	76	8.9*	-62*	28	31
CCNC(=O)Oc1ccc(/C(=C(/C)Cc2ccc(OC)cc2)c2ccc(OCCN(CC)CC)cc2)cc1	67	45	41	75	81	62	-42*	74	60
CC[C@H](Nc1nc(N)nc(C)c1C(N)=O)c1nc2cccc(NCc3ccc(C(=O)NO)cc3)c2c(=O)n1-c1ccccc1	95	93	98	93	105	107	75	97	95

New compounds follow
SMILES	SF-268	SW-620	SF-295	SF-539	SNB-75	KM12	HT29	SNB-19	HCC-2998
N#Cc1ccc(Nc2nn3c(SCC(=O)c4ccccc4)nnc3s2)cc1	99	105	103	107	109	99	111	100	111
CN(C)c1ccc(/C=C/C(=O)c2ccccc2O)cc1	97	89	98	95	x	95	94	103	105
CC[C@H](Nc1ncnc2nc[nH]c12)c1nc2cccc(C(=O)Nc3ncc(C(=O)NO)cn3)c2c(=O)n1-c1ccccc1	97	105	99	97	89	103	91	101	95
COC(=O)[C@H]1[C@H]2C[C@@H]3c4[nH]c5ccccc5c4CCN3C[C@H]2C[C@@H](OC(=O)c2cc(OC)c(OC)c(OC)c2)[C@@H]1OC	90	92	85	81	32	74	82	86	87
Cc1nnc(NS(=O)(=O)c2ccc(N=Nc3cc(N=Nc4ccccc4)c(N)nc3N)cc2)s1	88	105	87	87	63	97	86	84	86
COc1cc(C2CC(c3ccc(Br)cc3)=NN2)cc(OC)c1OC (configuration not stated)	82	112	79	95	81	87	103	91	103
c1nc2c([nH]1)CNCC2	91	93	90	100	84	96	100	105	97
Cc1[nH]nc(C(N)=O)c1N=NN(C)C	106	102	86	102	88	98	105	107	109
C=C(CN=[N+]=[N-])[C@@H]1CC[C@]2(C)[C@H](CC[C@@H]3[C@H]4[C@H]5OC(=O)[C@@]4(CCC5(C)C)CC[C@]32C)[C@@]1(C)CCC#N	93[100 µM]	87[100 µM]	97[100 µM]	88[100 µM]	90[100 µM]	82[100 µM]	62[100 µM]	91[100 µM]	89[100 µM]
O=C(O)Cc1ccccc1F	107	109	118	111	87	106	111	99	x
COc1ccc(NC(=O)NS(=O)(=O)c2c[nH]c(=S)[nH]c2=O)cc1	100	102	93	102	95	105	78	104	89
CC(C)=CC/C=C(/C)[C@H]1CC[C@]2(C)[C@@H]1CC[C@@H]1[C@@]3(C)CC/C(=N/O)C(C)(C)[C@@H]3CC[C@]12C	72[100 µM]	61[100 µM]	64[100 µM]	64[100 µM]	69[100 µM]	52[100 µM]	23[100 µM]	67[100 µM]	69[100 µM]
CC(=O)Oc1ccc(OC(C)=O)c2c1C(=O)c1ccccc1C2=O	79	89	91	88	92	91	86	76	102
COC(=O)CC[C@H](C)[C@H]1CC[C@H]2[C@@H]3CC[C@@H]4C(c5nc6ncccc6[nH]5)=C(Cl)CC[C@]4(C)[C@H]3CC(=O)[C@]12C	78	70	90	88	86	93	77	83	94
CC(O)C1OC(O)C2OC(C)(C)OC12 (configuration not stated)	102	108	98	98	94	103	115	125	102
O=C(O)C(c1ccccc1)(c1ccccc1)c1ccccc1	103	104	98	x	92	105	105	95	x
Cc1ccc(S(=O)(=O)NNC(=O)c2cc3c([nH]c4ccccc43)c(-c3cccc(O)c3)n2)cc1	60	92	41	78	57	44	66	84	78
Cn1nc(C(F)(F)F)cc1-c1cc(Cl)c(OCc2ccc(Cl)cc2)c(-c2ccc(Cl)c(C(F)(F)F)c2)c1O	2.8*	12	x	-13*	-8.7*	7.1*	5.4*	17	14
Cc1c(O)c(=O)ccn1-c1ccc(N(C)C)cc1	77	86	x	103	66	91	87	89	87
O=C(CS(=O)(=O)c1ccc(Cl)cc1)c1ccccc1	101	106	93	122	99	105	104	109	108
CCOC(=O)C1=C(C)NC(C)=C(C(=O)OCC)C1c1ccccc1	92	101	90	87	81	95	137	x	94
CN(C)C=Nc1ccc(S(=O)(=O)c2ccc(N=CN(C)C)cc2)cc1	120	103	111	106	x	113	109	98	108
COc1ccc(-c2cc(-c3cc(OC)c(OC)c(OC)c3)nc(N3CCOCC3)c2C#N)cc1	83	67	69	77	72	72	76	87	35
COc1ccc(-c2nc3ccc(-c4nnc(SCC(=O)Nc5ccc(/C(C)=N\O)cc5)o4)cc3[nH]2)cc1OC	117	104	102	96	95	97	100	106	121
CC1=NN(c2cccc(S(=O)(=O)O)c2)C(=O)C1	102&112	102&106	98	91&100	97&99	103&114	114&100	99&102	86&110
CC/C=C\C[C@H]1C/C=C2/C(=O)C=C[C@@H]2C/C=C\CCCC(=O)O1	-0.9*	-51*	-20*	5.2*	47	-69*	-29*	13	-79*
COc1cc(CCN=Cc2cc(Cl)cc(Cl)c2O)c([N+](=O)[O-])cc1OC	79	98	101	x	90	109	104	89	102
Cc1ccc(-c2c3sc4ccccc4nc-3c3cc(C)c(C)cc3c2=O)cc1C	100	100	101	99	92	106	105	98	104
Cc1cnc(SCc2ccccc2)nc1N(C)C	99	103	103	108	109	102	102	93	118
Nc1c(I)cc([N+](=O)[O-])cc1I	99	102	103	99	107	105	107	100	106
COc1ccc(C2CC(c3cccs3)=NN2c2ccc(S(=O)(=O)NC(=O)NCc3cccc(OC)c3)cc2)cc1 (configuration not stated)	98	107	105	104	100	99	120	103	111
C#CC(CCC)OC(C)=O (configuration not stated)	109	98	80	96	74	111	103	103	112
N#CCCN1C(=O)C2C3C=CC(C3)C2C1=O (configuration not stated)	99	104	110	119	104	98	101	102	101
COc1cc(C(N)=O)c(OC)c2c1OCO2	111	109	118	101	x	113	102	105	98
Fc1ccccc1CSc1ncnc2c1ncn2C1CCCO1 (configuration not stated)	65	82	70	65	104	71	96	97	87
NC(N)=N/N=C(/c1ccccc1)c1ccc2nc(-c3ccc(Cl)cc3)[nH]c2c1	81	89	77	89	72	73	73	87	101
NS(=O)(=O)c1ccc(C(=O)NN2C(=O)c3c(Cl)c(Cl)c(Cl)c(Cl)c3C2=O)cc1	90	100	99	98	81	101	103	98	105
COc1ccc(Nc2nnc(-c3csc(N)n3)s2)c(OC)c1	106	103	105	105	100	109	111	107	106
CCc1c2c(nc3ccc(OC(=O)OCc4ccc(B5OC(C)(C)C(C)(C)O5)cc4)cc13)-c1cc3c(c(=O)n1C2)COC(=O)[C@]3(O)CC	-7.4*	5.3*	0.0*	-63*	-21*	0.9*	25	1.6*	2.0*
O=C(Nc1ccccc1-c1ccccc1)c1ccc(Cl)cc1Cl	101	118	90	103	97	75	92	94	97
O=C1CC2C=CCN2C=C1NC(=O)c1ccccc1 (configuration not stated)	99	109	98	107	97	101	98	108	101
O=C(CN1CCN(c2ncnc3c2cnn3-c2ccccc2)CC1)Nc1ccc(Br)cc1	59	78	83	82	81	57	73	69	79
COc1ccc(-n2nc(C(=O)NCCCC(=O)O)nc2-c2ccccc2)cc1	97	110	97	100	97	102	91	104	114
O=C(O)c1c2c(nc3ccccc13)/C(=C/c1ccc(O)cc1)CCC2	123	114	121	130	98	128	112	106	x
Cc1nn(-c2ccc(Cl)cc2)c2c1C(c1ccc(Br)cc1)C(C#N)=C(N)O2 (configuration not stated)	94	98	104	98	90	102	105	101	110
Fc1ccc2[nH]c3nc(=S)[nH]nc3c2c1	100	100	122	98	99	102	103	101	104
O=C1NC(=S)S/C1=C\c1ccncc1	103	110	101	100	94	103	98	106	106
COc1ccc(Nc2ncnc3sc4c(c23)CCN(Cc2ccccc2)C4)cc1	66	100	68	91	89	82	98	91	105
CCc1c(C(=O)N[C@H]2c3cc(Cl)ccc3CC[C@H]2O)[nH]c(C)c1C(C)=O	63	73	65	56	77	68	85	82	80
Oc1cc(O)c(Br)cc1Br	100	105	99	96	96	101	98	102	95
